Diaph act CS: diaphorase activation or chemical reduction counter-screen; Diaphorase/resazurin coupled assay, resorufin fluorescence, 16 min; stronger effect = higher value; 1 = vehicle wells, 0 = NADH-free wells; activation factor at 20 µM; 0.005% of 190,000 active;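 active = diaphorase activity raised at least twofold by the compound at 20 µM; inactive = activation factor below 2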
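Assay system: Purified diaphorase enzyme from Clostridium kluyveri | Amount: Enzyme 0.07 U/mL final | Dosing: Compound 20 µM once, DMSO 1% | Timing: 16 min reaction at room temperature | Detection: Fluorescence, excitation 544 nm and emission 590 nm | Evaluation: Higher resorufin formation from activation or reduction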
bIAP inhibitor: blocks bovine intestinal alkaline phosphatase activity; purified bovine IAP, CDP-star luminescence, 30 min; inhibition, % at 20 µM; 190,000 tested, under 10 active;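 active = over 50% inhibition of intestinal alkaline phosphatase at 20 µM in the single-dose screen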
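Assay system – bovine IAP enzyme · Quantity – bovine IAP at 1/65,000,000 final dilution · Detection – CDP-star luminescence signal · Times – 30 min reaction at room temperature · Also added – CDP-star substrate at 30 µM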
TNAP inh noacc: TNAP (human) inhibition, acceptor-free conditions; AID 1012; 0.26% of 200,000 active; P05186; purified TNAP, CDP-star luminescence, 30 min; inhibition, % at 20 µM;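 active = tissue-nonspecific alkaline phosphatase inhibition above about 50% at 20 µM in the single-dose screen, limit read from the data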;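 note: 0% = DMSO negative control and 100% = EDTA positive control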
Target sequence (P05186 whole entry, looked up): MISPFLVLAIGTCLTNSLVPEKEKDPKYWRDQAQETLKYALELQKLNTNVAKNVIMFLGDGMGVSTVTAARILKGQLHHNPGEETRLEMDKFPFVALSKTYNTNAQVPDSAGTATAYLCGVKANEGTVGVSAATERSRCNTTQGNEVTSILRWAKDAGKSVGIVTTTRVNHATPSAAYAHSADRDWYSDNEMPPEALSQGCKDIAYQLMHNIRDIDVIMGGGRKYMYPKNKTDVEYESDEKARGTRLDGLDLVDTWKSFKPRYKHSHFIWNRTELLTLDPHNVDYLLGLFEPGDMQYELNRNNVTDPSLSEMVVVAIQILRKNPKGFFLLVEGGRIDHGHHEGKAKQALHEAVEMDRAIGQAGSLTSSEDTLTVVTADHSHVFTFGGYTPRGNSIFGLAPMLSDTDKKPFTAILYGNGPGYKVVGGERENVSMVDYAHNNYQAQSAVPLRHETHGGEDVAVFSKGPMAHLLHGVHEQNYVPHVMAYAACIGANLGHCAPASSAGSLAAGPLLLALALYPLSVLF
L major viab: inhibitors of Leishmania major promastigote growth | inhibition, % at 10 µM | Leishmania major promastigotes, resazurin fluorescence viability | 9% of 200,000 active; in the data active = inhibition above about 50%;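 note: promastigotes grown with compound for 44 hours at 28 °C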
PMI act satM6P: activators of human phosphomannose isomerase at near-saturating mannose 6-phosphate; 0.34% of 190,000 active; coupled PMI enzyme assay, resazurin fluorescence, 20 min; stronger effect = higher value; 1 = untreated enzyme, 0 = substrate-free blank; activation factor at 20 µM; P34949;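 active = activation factor of 2 or more at 20 µM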
Target sequence (P34949 whole entry, looked up): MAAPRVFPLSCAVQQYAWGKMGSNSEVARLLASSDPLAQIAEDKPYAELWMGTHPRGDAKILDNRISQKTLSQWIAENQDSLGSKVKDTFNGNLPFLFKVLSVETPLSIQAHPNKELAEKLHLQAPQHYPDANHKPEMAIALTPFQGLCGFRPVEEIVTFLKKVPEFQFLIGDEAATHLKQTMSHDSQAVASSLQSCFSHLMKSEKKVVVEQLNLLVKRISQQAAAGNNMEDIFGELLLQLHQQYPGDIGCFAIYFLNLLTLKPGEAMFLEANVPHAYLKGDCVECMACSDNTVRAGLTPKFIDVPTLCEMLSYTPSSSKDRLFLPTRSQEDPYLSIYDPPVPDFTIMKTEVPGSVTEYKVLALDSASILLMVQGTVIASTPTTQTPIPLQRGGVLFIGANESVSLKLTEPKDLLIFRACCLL
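Test system: human phosphomannose isomerase with PGI, G6PDH, diaphorase coupling enzymes; Amount: PMI at 15 ng/mL final; Reagent: Mannose-6-phosphate 1.0 mM (near-saturating) plus 0.22 mM NADP+; Timing: 20 min, room temperature; Technique: resorufin fluorescence at Ex 544/Em 590 nm; Dosing: 20 µM single dose.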
TNAP inh hiacc: inhibitors of human TNAP at high phosphate acceptor concentration; P05186; purified TNAP, CDP-star luminescence, 1 M DEA; inhibition, % at 20 µM; 0.03% of 200,000 active; AID 1135;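 active = over 50% inhibition of tissue-nonspecific alkaline phosphatase at 20 µM in the single-dose screen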;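 note: plate controls were DMSO wells for no effect and EDTA-quenched wells as full inhibition for full effect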
TNAP act hiacc: activators of human TNAP at high phosphate acceptor concentration. 200,000 tested, under 10 active. P05186. purified TNAP, CDP-star luminescence, 1 M DEA, 30 min; stronger effect = higher value; 0 = EDTA background, 1 = DMSO-only activity. activation factor at 20 µM;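 active = activation factor at least 2 at 20 µM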
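Test system – human TNAP · Doses – 20 µM single point · Incubation – 30 min, room temperature · Signal – luminescent substrate turnover signal · Read-out basis – activation factor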
bIAP act: increases bovine intestinal alkaline phosphatase activity. purified bovine IAP, CDP-star luminescence, 30 min; stronger effect = higher value; fold of DMSO-control signal, blank-subtracted. activation factor at 20 µM. 0.17% of 200,000 active;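 active = activation factor of 2 or more at 20 µM, a signal rise over negative controls twice the positive control's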
PMI activator: phosphomannose isomerase (human) activation; P34949; purified human PMI, coupled resazurin fluorescence, 20 min; stronger effect = higher value; 1 = vehicle control, 0 substrate-free wells; activation factor at 20 µM; 0.005% of 190,000 active; AID 1214;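 active = activation factor of 2 or more at 20 µM, relative to plate controls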
Diaph inh CS: inhibits diaphorase or chemically oxidizes, flagging diaphorase assay artifacts; diaphorase resazurin-to-resorufin fluorescence, NADH, 16 min; bacterial (C. kluyveri) enzyme, not human; inhibition, % at 20 µM; 0.69% of 190,000 active; AID 1217;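 active = primary screen inhibition at 20 µM above a set limit, cut at about 50% in these data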;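 note: plate controls were DMSO with full reaction for no effect and wells lacking NADH for full effect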
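Assay system: diaphorase enzyme from Clostridium kluyveri; Input: enzyme working solution with 0.14 U/mL diaphorase; Timing: 16 min at room temperature; Technique: resorufin fluorescence, excitation 544 nm, emission 590 nm; Benchmarks: positive control minus NADH, DMSO neutral control.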
Active calls of the source: *.

SMILES	Diaph act CS	bIAP inhibitor	TNAP inh noacc	L major viab	PMI act satM6P	TNAP inh hiacc	TNAP act hiacc	bIAP act	PMI activator	Diaph inh CS
CCNC(=S)N1CCN(CCNC2=CC(=O)CC(C)(C)C2)CC1	1	-11	-13	-6	1	-4	1	1.1	1	1
COC(=O)Nc1ccc(S(=O)(=O)Nc2ccc(C)cc2)cc1	0.9	6	11	-19	1.1	-7	1.1	0.9	1.1	10
CCOc1ccc(C(=O)NC(=S)Nc2ccc(N3CCOCC3)c(Cl)c2)cc1[N+](=O)[O-]	0.8	50	-4	100*	0.9	2	1	0.5	0.7	17
CCOc1ccc(CNc2ccc3c(c2)nc(C)n3C)cc1	0.8	1	-11	5	0.8	-4	1	1	0.8	17
COc1ccc(/C=N/NC(=O)C[n+]2ccccc2)c(OC)c1OC	1	0	0	-9	1	0	1	1	1	5
COc1ccc(N2CCN(C3CC(=O)N(Cc4ccc(N5CCCC5=O)cc4)C3=O)CC2)cc1 (centres undefined)	0.9	-15	-6	1	0.9	-2	1	1.2	0.9	14
COC(=O)C(NC(=O)c1ccco1)(Nc1nc(C)cs1)C(F)(F)F (centres undefined)	0.8	-8	-5	-5	1	-1	1	1.1	0.9	18
COc1ccc(OC)c(S(=O)(=O)Nc2cccnc2)c1	0.9	3	86*	-1	1	75*	0.3	1	1	13
O=C(O)c1ccc(-c2nc(-c3ccc(Cl)cc3)cs2)cc1	0.9	-4	-7	-11	1.1	-4	1	1	1.2	7
C=CCNC(=O)C12CC3CC(C1)CC(C(=O)NCC=C)(C3)C2	0.9	-2	-7	-6	0.9	-2	1	1	0.9	8
Cc1ccc(C(O)c2cccnc2)o1 (centres undefined)	0.9	10	-11	-3	0.8	-3	1	0.9	1	10
Cc1ccc(C)n1-c1ccc(C(=O)/C=C/N(C)C)cc1	1	-11	-5	-11	1.1	-6	1.1	1.1	1.2	-2
O=C1C=C(Nc2ccccc2)C(=O)c2ccccc21	0.8	-4	6	100*	0.4	20	0.8	1	0.9	18
COCCN1CN(S(=O)(=O)c2ccc(Cl)cc2)c2nc3ccccc3nc21	0.8	0	-6	77*	1.5	2	1	1	1.2	24
O=C(CSc1nc2c(sc3ccccc32)c(=O)n1CCc1ccccc1)NCc1ccco1	1	11	-10	1	1	1	1	0.9	1	5
CC(=O)N/C(=C/c1ccccc1)C(=O)N1CCCCC1	0.9	0	-9	24	0.9	2	1	1	0.8	13
COc1ccc(CCNC(=O)c2ccco2)cc1	0.9	7	-12	-1	1	-3	1	0.9	1	6
N#CC1=C(N)N(c2ccccc2)C(c2cccc([N+](=O)[O-])c2)C1(C#N)C#N (centres undefined)	0.8	9	-8	54*	0.9	1	1	0.9	1	17
CCOC(=O)c1c(C)c(/C=N/Nc2ccccc2)n(C)c1C	0.9	2	-3	16	2.5*	4	1	1	1.7	13
CCOC(=O)c1c(C)c(C(=O)NCCc2ccc(S(N)(=O)=O)cc2)c(C)n1CC	1	6	-3	5	1	-1	1	0.9	0.9	5
COc1ccc(NC(=O)CCCn2c(=O)c3sccc3n(Cc3ccccc3C)c2=O)cc1	0.9	11	-17	89*	1	-1	1	0.9	0.9	6
COc1cccc(C(NC(=O)c2ccccc2F)NC(=O)c2ccccc2F)c1	0.9	1	-10	1	0.9	-4	1	1	0.9	11
O=c1nc(N2CCCCCC2)nc(N2CCCCCC2)[nH]1	0.9	-5	-8	-1	1	-7	1.1	1.1	1	7
O=C(NC1CCCCC1)c1cccc(COCC(F)(F)F)c1	1.2	4	-2	-4	1.2	-5	1.1	1	1.2	-18
COc1ccc(N(CC(=O)NC2CCCC2)C(=O)Cn2nnc(-c3ccc(F)cc3)n2)cc1OC	0.8	4	-10	4	0.9	-5	1.1	1	1	22

Three compounds already listed, arranged by their value in bIAP act, low to high.
| compound | bIAP act |
| --- | --- |
| CCOc1ccc(C(=O)NC(=S)Nc2ccc(N3CCOCC3)c(Cl)c2)cc1[N+](=O)[O-] | 0.5 |
| O=C(CSc1nc2c(sc3ccccc32)c(=O)n1CCc1ccccc1)NCc1ccco1 | 0.9 |
| O=C1C=C(Nc2ccccc2)C(=O)c2ccccc21 | 1 |

The listing picks up, repeating the 3 entries before the break.
SMILES	Diaph act CS	bIAP inhibitor	TNAP inh noacc	L major viab	PMI act satM6P	TNAP inh hiacc	TNAP act hiacc	bIAP act	PMI activator	Diaph inh CS
O=c1nc(N2CCCCCC2)nc(N2CCCCCC2)[nH]1	0.9	-5	-8	-1	1	-7	1.1	1.1	1	7
O=C(NC1CCCCC1)c1cccc(COCC(F)(F)F)c1	1.2	4	-2	-4	1.2	-5	1.1	1	1.2	-18
COc1ccc(N(CC(=O)NC2CCCC2)C(=O)Cn2nnc(-c3ccc(F)cc3)n2)cc1OC	0.8	4	-10	4	0.9	-5	1.1	1	1	22
O=C1CCCC2=C1C1(O)C(=O)c3ccccc3C1(O)O2 (centres undefined)	0.9	14	-8	-8	1	0	1	0.9	0.9	9
COc1ccc(-c2nc(CN3CCC(c4ccccc4)CC3)c(C)o2)cc1OC	1	0	-9	1	0.9	-8	1.1	1	0.9	4
Cc1cnc(C(=O)OCC(=O)c2csc(N3CCCCC3)n2)cn1	0.9	-9	-14	-7	1	-7	1.1	1.1	1	7
COc1cc(-c2n[nH]c(=S)n2-c2cccc(C(F)(F)F)c2)cc(OC)c1OC	1	7	-2	44	1	-4	1	0.9	0.9	0
O=C(OCc1csc(-c2ccccc2)n1)c1cccs1	0.8	31	-9	4	1	-4	1	0.7	1.1	24
CCC1(C)Cc2c(C#N)c(N)n(-c3ccccc3)c(=O)c2CO1 (centres undefined)	0.9	11	-14	1	0.9	-4	1	0.9	0.9	13
CC(=O)N1CCN(C2=NC(=O)/C(=C\c3cccs3)S2)CC1	1	2	-9	-4	0.9	-6	1.1	1	1	2
CCOC(=O)C(C(C)=O)c1c(Br)c(O)c(O)c2c(C(=O)c3ccc(C)cc3)coc12 (centres undefined)	0.6	18	13	-5	0.8	2	1	0.8	0.8	44
COc1ccccc1N(CN1C(=O)c2ccccc2C1=O)C(=O)c1cccnc1	1	-1	7	1	1.1	-2	1	1	1.1	-4
N#Cc1cc2c(=O)n3ccccc3nc2n(CCCN2CCOCC2)c1=O	0.8	1	-14	14	0.9	-5	1.1	1	0.9	19
N#Cc1ccc(C(c2nnnn2C2CCCC2)N2CCC(Cc3ccccc3)CC2)cc1 (centres undefined)	0.9	7	-6	1	0.9	-4	1	0.9	0.9	12
COc1ccc(-c2cn[nH]c2N)cc1	1	9	-8	-4	1.1	-2	1	0.9	1	2
CCCNC(=O)c1ccc(Cl)c(Cl)c1	0.9	2	-15	-4	1	-5	1	1	1	15
Cc1ccc(S(=O)(=O)N2CCC(=O)N(CCOCc3ccc(C(F)(F)F)cc3)CC2)cc1	0.8	13	-2	-5	1	1	1	0.9	0.9	18
Cc1cccnc1Nc1nc(-c2ccccn2)cs1	0.8	-23	-22	100*	0.8	-20	1.2	1.2	0.8	16
OCCC1CN(Cc2nc3c(s2)CCCC3)CCN1Cc1ccsc1 (centres undefined)	1	-3	-8	-2	1	-7	1.1	1	1	2
COc1ccc(S(=O)(=O)NCC2CCCN(C(=O)c3cccnc3C)C2)cc1 (centres undefined)	1	-5	-6	-3	1.1	-3	1	1	1.1	2
C=CCc1cccc(OC)c1OCCOCCn1ccnc1	0.9	-4	2	23	1.1	5	0.9	1	1.1	11
COc1cccc(CNC(=O)c2c[nH]n3c(=O)c(Cl)c(C)nc23)c1	0.8	-8	-7	-4	0.9	-3	1	1.1	1.1	17
COc1ccccc1CNC(=O)CSc1ccc(-c2cccs2)nn1	0.8	4	-6	75*	1.1	2	1	1	1	17
O=C(CC1CCCCC1)NCCCN1CCOCC1	1.1	4	-8	37	1	-3	1	1	1.1	-6
Cc1sc2nc(C)n(/N=C/c3ccc(O)cc3)c(=O)c2c1C	0.9	12	-14	-4	0.9	-4	1	0.9	0.9	11
COc1ccccc1NC(=O)c1nnn(Cc2ccccc2)c1NC(C)=O	0.8	11	-15	-5	1	-7	1.1	0.9	1	18
C(=C\c1nc(N2CCCCCC2)c2ccccc2n1)/c1ccccc1	0.9	-14	-8	86*	0.9	3	1	1.1	0.9	9
c1ccc(-c2ccccc2OCCN2CCCCC2)cc1	0.9	2	-12	8	1.1	3	1	1	1.1	11
(more compounds)
SMILES	Diaph act CS	bIAP inhibitor	TNAP inh noacc	L major viab	PMI act satM6P	TNAP inh hiacc	TNAP act hiacc	bIAP act	PMI activator	Diaph inh CS
COc1ccc(/C=N/NC(=O)c2cc(C34CC5CC(CC(C5)C3)C4)[nH]n2)cc1O	0.8	-21	94*	90*	0.9	3	1	1.2	0.9	25
NC1CCCCC1N=Cc1c(O)n(CCc2ccc(F)cc2)c(=O)[nH]c1=O (centres undefined)	1.1	-19	-7	-1	1	-7	1.1	1.2	1	-10
Cc1snc2sc(C(=O)c3ccc(Br)cc3)c(N)c12	1	17	-20	-8	1.1	-3	1	0.8	1.1	-3
CCCc1cc(C(=O)NNC(=S)NCc2ccccc2)cs1	0.9	33	2	3	1.1	0	1	0.7	1.1	14
COc1ccc(/C=C/C(=O)NC(=S)NNC(=O)Cc2cccs2)cc1OC	0.6	-26	3	99*	1.1	-1	1	1.3	1.1	35
COc1ccc(C(=O)OCC(=O)NCc2ccco2)cc1S(=O)(=O)N1CCN(c2cccc(Cl)c2)CC1	0.8	-2	1	9	0.9	-1	1	1	0.9	19
Cc1ccc(C2c3c(oc4ccccc4c3=O)C(=O)N2CCCN2CCOCC2)o1 (centres undefined)	0.9	15	-3	5	0.9	-5	1.1	0.9	1	15
CN(CC(=O)NCCc1ccc(F)cc1)Cc1cccc(Cl)c1	1	-11	-2	-12	1	1	1	1.1	1	5
Cc1ccc(S(=O)(=O)NC(C)(C)CSc2nncn2C)cc1	0.9	9	-16	-5	1.1	-5	1	0.9	1	9
O=C1CC(NCc2ccncc2)C(=O)N1c1ccccc1 (centres undefined)	1	-1	-8	-2	1	-5	1	1	1	-3
O=C(CCc1c[nH]c2ccccc12)N=Nc1c(O)[nH]c2ccccc12	0.8	4	-48	-10	1	-4	1	1	1	22
O=C(CSC1=NCCS1)N1CCc2ccccc21	0.9	6	-6	3	0.8	0	1	0.9	0.8	13
CC(C)CCNC(=O)c1cccc(S(=O)(=O)N2CCc3ccccc32)c1	0.7	22	-10	5	0.8	-10	1.1	0.8	0.8	28
CC(C)CCNC(=O)C1CCN(c2nnc(-n3cccc3)s2)CC1	0.9	11	-8	-9	0.9	-5	1.1	0.9	0.9	7
CC(=O)Nc1ccc(-n2cnnn2)cc1	1	-4	-6	-6	1.1	0	1	1	1	4
